KOR beta-arrestin-1 – KOR agonists, beta-arrestin recruitment, primary screen, cell-based, luminescence, uHTS (AID 1777); KOR beta-arrestin recruitment, luminescence; higher % means a stronger effect; activation, % at 10 µM, or EC50 in µM where a hit was titrated; actives 0.02% (n = 280,000); in the data active = activation above about 50%, passing the limit was not always enough; note: a part of the inactive calls stands beside numbers as strong as those of hits
HIV peptide binding – inhibitors of HIV fusion peptide binding, primary screen, biochemical, uHTS, fluorescence dequenching (AID 1986) | cell-free peptide binding, fluorescence dequenching, 30 min; higher % means a stronger effect | inhibition, % at 20 µM, or IC50 in µM where a hit was titrated | actives 0.3% (n = 290,000); in the data active = inhibition mostly above about 52%, no sharp cut-off; inactive = mostly below about 76%; note: some results filed as inactive read as strong as hits
AID2073 – disruptors of CaV2.2 binding to Mint1 – biochemical, HTRF (AID 2073) | actives 0.19% (n = 290,000) | inhibition, % at 20 µM; hits with a dose series show IC50 in µM | HTRF protein-protein interaction, Mint1-CaV2.2; higher % means a stronger effect; in the data active = inhibition mostly above about 51%, no sharp cut-off; inconclusive = no clear call, values can overlap the other calls; inactive = mostly below about 53%; note: some results filed as inactive read as strong as hits
HEK293 NOD2/NF-kB – inhibition of NOD2-driven NF-kB reporter – cell-based, luminescence, uHTS, HEK293 (AID 1566); HEK293 NOD2/NF-kB luciferase reporter, luminescence; higher % means a stronger effect; inhibition, % at 4 µM; hits with a dose series show EC50 in µM; actives 0.63% (n = 290,000); note: many of its hits are not listed in these tables
KOR beta-arrestin-2 – KOR antagonists, beta-arrestin recruitment, cell-based, luminescence, uHTS (AID 1778). KOR beta-arrestin recruitment, luminescence, antagonist mode; higher % means a stronger effect. inhibition, % at 10 µM, or IC50 in µM where a hit was titrated. actives 0.091% (n = 290,000); note: strong numbers were not always called active
Yfh1-depleted yeast – enhancers of respiration in Yfh1-depleted yeast, dose response, Friedreich's ataxia, plus single-dose screen (AID 1465); S. cerevisiae Yfh1-off respiration, WST-1 reduction, 72 h; higher fold induction means a stronger effect; one-dose fold induction at 50 µM; EC50 in µM for titrated hits; actives 0.074% (n = 220,000);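 active = fold induction of absorbance versus untreated yeast above a set limit, then at least 30% activation at any dose in follow-up; inconclusive = repeats straddling the limit, or above it without dose testing; inactive = fold induction below the set limit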;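 note: activators that raise dye reduction in frataxin-depleted yeast; strong numbers were not always called active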
West Nile antiviral – inhibition of WNV-induced cytopathic effect – cell-based, CPE readout (AID 1621). actives 0.02% (n = 290,000). CPE inhibition, % at 10 µM; hits with a dose series show IC50 in µM. West Nile virus-infected cells, CPE inhibition; higher % means a stronger effect; in the data active = a potency from the dose series; inconclusive = CPE inhibition mostly from about 3.7% at the one dose, without a potency; inactive = the rest, 99 in 100 with CPE inhibition below about 2.2%; note: strong numbers were not always called active
NOD1 inhibition – NOD1 signaling inhibitors, primary screen, cell-based, luminescence, uHTS (AID 1578). NOD1-driven NF-kB luciferase reporter cells, luminescence; higher % means a stronger effect. actives 1% (n = 290,000). inhibition, % at 4 µM, or EC50 in µM where a hit was titrated; in the data active = inhibition mostly above about 36%, no sharp cut-off; inactive = mostly below about 34%;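 note: HEK-293T reporter cells stimulated with the NOD1 agonist gamma-tri-DAP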
NS5 inhibitors – flavivirus cap methylation enzyme inhibition – biochemical, confirmation dose response, primary screen (AID 588689) | Dengue-2 NS5 methyltransferase capping enzyme assay, biochemical; higher % means a stronger effect | inhibition, % at 25 µM; hits with a dose series show IC50 in µM | actives 0.3% (n = 340,000); in the data active = a potency from the dose series; inconclusive = inhibition above about 29% without an active follow-up result
* marks the source's active call; other numbers are inactive results; i = inactive; ? = inconclusive; · = not tested or not shown; & = joins results of further samples; [ ] = remark or other dose. Cut-off read from the data, not from the text of the source, unless noted: active = inhibition above about 50%; inactive = the rest.

Every second line gives: KOR beta-arrestin-1 | HIV peptide binding | AID2073 | HEK293 NOD2/NF-kB | KOR beta-arrestin-2 | Yfh1-depleted yeast | West Nile antiviral | NOD1 inhibition | NS5 inhibitors
1: CC1(C)CC(=O)C/C(=N\NC(=O)C2CC2c2ccccc2)C1 (configuration not stated)
    -2.3% | -3.5% | -8% | 6% | -6% | i | -0.4% | -19% | -2%
2: CCc1nnc(NC(=O)C2=NN(C3CCS(=O)(=O)C3)C(=O)CC2)s1 (configuration not stated)
    -0.9% | 0.1% | -1% | 6% | -28% | i | 1.0% | -50% | -3%
3: Nc1nc(N)c(N=Nc2ccc(SCC(=O)O)cc2)c(=O)[nH]1
    3.7% | 1.3% | 10% | 4% | 28% | i | -0.1% | -16% | -5%
4: O=C1CCc2cc(S(=O)(=O)N3CCCC3C(=O)N3CCN(c4ccccc4F)CC3)ccc2N1 (configuration not stated)
    1.9% | -2.9% | 4% | 5% | 1% | i | 0.2% | 8% | 1%
5: CCn1c(SCC(=O)NC2=NCCS2)nnc1C(C)NC(=O)c1ccccc1Br (configuration not stated)
    -2.6% | 0.8% | -6% | -8% | -12% | · | -0.7% | 0% | 2%
6: COc1ccc(/C=C(\C#N)c2cc(OC)c(OC)cc2[N+](=O)[O-])cc1
    -2.6% | 0.7% | -19% | -8% | 19% | i | 0.2% | -3% | -8%
7: Cc1ccc2nc(Cn3cc(C(F)(F)F)ccc3=O)cc(=O)n2c1
    -2.0% | -0.2% | 7% | 20% | 10% | i | 0.4% | -21% | 3%
8: Cc1ccc(C(=O)C2CCN(CC(=O)NC3CCCCC3)CC2)cc1
    -1.5% | 2.4% | 2% | 3% | 3% | i | 1.2% | -7% | -4%
9: CC(=O)Nc1ccc(S(=O)(=O)NCC(C)NS(=O)(=O)c2ccc(NC(C)=O)cc2)cc1 (configuration not stated)
    -0.7% | 1.7% | 13% | 4% | -1% | i | 0.0% | -11% | -4%
10: CC(=O)c1c(N)n(C)c(=O)n(C)c1=O
    -1.8% | -2.5% | -4% | 9% | 4% | i | -0.4% | -16% | 0%
11: CCOc1cc(C(C(=O)NCC2CCCO2)N(C(=O)Cn2nnc3ccccc32)c2ccccc2C(C)=O)ccc1O (configuration not stated)
    -5.1% | -1.7% | 0% | 7% | 6% | · | -1.2% | -48% | -3%
12: CCc1nc(SCC(=O)Nc2nnc(CC)s2)c2c(C)c(C)sc2n1
    0.8% | 0.4% | 8% | -2% | -8% | i | -0.3% | -64% | -1%
13: O=C(NCCC1=CCCCC1)C(=O)NCC1OCCCN1S(=O)(=O)c1cc(F)ccc1F (configuration not stated)
    -3.4% | -0.6% | -8% | 1% | 1% | i | -0.4% | 4% | 3%
14: CCOC(=O)CNC(=O)Cn1cnc2c(nnn2-c2ccc(C)cc2)c1=O
    -0.8% | -3.8% | -2% | 13% | 10% | i | 0.0% | -6% | 1%
15: Cc1ccc(C(=O)N2c3ccc(F)cc3CCC2C)o1 (configuration not stated)
    -5.5% | -1.4% | 0% | 2% | 28% | i | -0.3% | -10% | -9%
16: O=C(Cn1nnc(-c2ccc3c(c2)OCO3)n1)NCc1ccccc1
    0.8% | -0.2% | 15% | -3% | -134%[20 µM] | i | -0.2% | 5% | 4%
17: O=C(Nc1cccc(S(=O)(=O)C(F)F)c1)c1ccc(S(=O)(=O)N2CCOCC2)cc1
    -3.2% | 0.2% | 4% | 15% | -6% | i | 0.0% | 6% | -9%
18: CC(C)OP(=O)(OC(C)C)C1(O)C(=O)Nc2ccc(Br)cc21 (configuration not stated)
    15% | -1.0% | -2% | 10% | -26% | ? | -0.2% | 1% | 5%
19: CC(=O)Nc1ccc(OCC(O)CN2C(C)(C)CC(O)CC2(C)C)cc1 (configuration not stated)
    0.6% | 0.1% | -2% | -10% | 24% | i | 0.2% | -16% | -1%
20: O=C(O)CCCNC(=O)/C(=C\c1ccc(Cl)cc1)NC(=O)c1ccccc1Br
    -2.8% | 0.6% | -4% | -6% | -8%[20 µM] | i | 0.3% | -14% | -2%
21: O=C(c1cc(Br)ccc1Cl)N1CCCC1
    3.2% | 0.4% | 3% | 22% | 9%[20 µM] | i | 0.1% | -17% | 3%
22: COc1ccc(NC(=O)Cn2c(=O)sc3ccccc32)cc1
    1.4% | 0.6% | -6% | 6% | -46% | i | 0.1% | -10% | -3%
23: COc1ccc(N2CCN(C(=O)CSc3nnc(C)c(=O)[nH]3)CC2)cc1
    -9.0% | 15% | -12% | 18% | 2% | i | -0.1% | 8% | 3%
24: COc1cccc(OC)c1/C=C/C(=O)NC1CCCCC1
    -0.6% | 0.3% | 8% | 6% | -28%[20 µM] | · | -0.9% | -18% | ·
25: Cc1nn2c(Nc3ccc(F)cc3)c3c(nc2c1-c1ccccc1)CCC3
    0.8% | -1.2% | 10% | 14% | 27% | i | -0.2% | -3% | 3%
26: Cc1ccc(N2CC(C(=O)N3CCc4ccccc43)CC2=O)cc1 (configuration not stated)
    -1.9% | -0.6% | -2% | 4% | 25% | i | -0.4% | -17% | 3%
27: Cc1ccc(CCNC(=O)C23CN(Cc4ccccc4)CC2C(c2ccc([N+](=O)[O-])cc2)=NO3)cc1 (configuration not stated)
    4.2% | 0.9% | 19% | -10% | -20% | i | -0.6% | 12% | -8%
28: COc1ccccc1CNC(=O)COc1ccc(C)nc1[N+](=O)[O-]
    0.6% | -1.9% | 3% | 12% | -10% | i | -0.2% | -7% | -4%
29: Cc1cc(OCC(=O)Nc2ccc(Br)cc2)cc2c1C(=O)CC(C)(C)O2
    -0.3% | -0.7% | 8% | 26% | -6% | i | -0.7% | 9% | ·
30: CNC(=O)Cn1c(C)cc(=O)c2cccc(OC)c21
    5.4% | 0.1% | 14% | 11% | 20% | i | -0.5% | -12% | ·
31: CCOC(=O)C1(CC2CC2)CCN(Cc2ccc(OC)cc2F)CC1
    · | -0.9% | -1% | -10% | -6%[20 µM] | i | -0.5% | -12% | -7%
32: COc1ccccc1CC(=O)Nc1ccc([N+](=O)[O-])cc1O
    -6.6% | -0.9% | 23% | 7% | -7% | i | -0.6% | -10% | 7%
33: CCOc1ccccc1NC(=O)Nc1cc(C(=O)O)ccc1C
    -2.5% | 1.3% | -4% | 21% | -3%[20 µM] | i | 0.6% | -11% | 0%
34: COc1cc(CN2CCN(C(=O)c3cccc4ccccc34)CC2)cc(OC)c1O
    -3.7% | -0.5% | 4% | 16% | 16%[20 µM] | · | -0.3% | -10% | -3%
35: COc1ccccc1NC(=S)N(CCN(C)C)C(C)c1ccncc1 (configuration not stated)
    0.6% | 0.3% | -6% | -11% | -20% | i | -0.4% | -12% | -9%
36: Cc1ccccc1Cn1cc(NC(=O)c2nn(C)cc2Cl)cn1
    -1.4% | 1.5% | -2% | 13% | 13% | i | -0.3% | 13% | 3%
37: CC(=O)N(O)CCCCCNC(=O)CCC(=O)N(O)CCCCCNC(=O)CCC(=O)N(O)CCCCCN
    -1.2% | 1.1% | 0% | 0% | 19% | i | 2.6% | -27% | 7%&4%
38: COc1ccc(-n2c(SCC(=O)Nc3ccc4c(c3)OCO4)nnc2C(C)N2CCCCC2)cc1 (configuration not stated)
    -2.4% | 1.1% | 5% | -2% | 15% | i | 0.4% | -2% | 6%
39: O=C(CCCn1c(=O)[nH]c2ccsc2c1=O)N1CCN(c2ccccn2)CC1
    5.7% | 0.7% | -4% | 18% | 6% | i | 0.9% | -2% | -2%
40: CCSc1ccccc1C(=O)N1CCN(c2ccc([N+](=O)[O-])cc2)CC1
    -2.7% | -1.5% | -19% | 22% | -34%[20 µM] | i | -1.4% | -6% | -3%

Reformatted with one line to a screen: part of the list above.
[10] CC(=O)c1c(N)n(C)c(=O)n(C)c1=O
[11] CCOc1cc(C(C(=O)NCC2CCCO2)N(C(=O)Cn2nnc3ccccc32)c2ccccc2C(C)=O)ccc1O (configuration not stated)
[12] CCc1nc(SCC(=O)Nc2nnc(CC)s2)c2c(C)c(C)sc2n1
[13] O=C(NCCC1=CCCCC1)C(=O)NCC1OCCCN1S(=O)(=O)c1cc(F)ccc1F (configuration not stated)

assay / entry | 10 | 11 | 12 | 13
KOR beta-arrestin-1 | -1.8% | -5.1% | 0.8% | -3.4%
HIV peptide binding | -2.5% | -1.7% | 0.4% | -0.6%
AID2073 | -4% | 0% | 8% | -8%
HEK293 NOD2/NF-kB | 9% | 7% | -2% | 1%
KOR beta-arrestin-2 | 4% | 6% | -8% | 1%
Yfh1-depleted yeast | i | · | i | i
West Nile antiviral | -0.4% | -1.2% | -0.3% | -0.4%
NOD1 inhibition | -16% | -48% | -64% | 4%
NS5 inhibitors | 0% | -3% | -1% | 3%

Next results
Every second line gives: KOR beta-arrestin-1 | HIV peptide binding | AID2073 | HEK293 NOD2/NF-kB | KOR beta-arrestin-2 | Yfh1-depleted yeast | West Nile antiviral | NOD1 inhibition | NS5 inhibitors
41: O=c1nc(N/N=C/c2c[nH]c3ccccc23)cn[nH]1
    2.9% | -1.9% | 2% | -88% | -6% | i | -0.5% | -9% | -15%
42: Cn1c(N)c(C(=O)COC(=O)COc2ccc3ccccc3c2)c(=O)n(C)c1=O
    -2.9% | -0.8% | 0% | -1% | -8% | i | 0.7% | -37% | -3%
43: CN1C(=O)/C(=C\c2cc(N=Nc3ccccc3)ccc2O)SC1=S
    -1.3% | -3.7% | 25% | 48% | 18% | · | · | · | 18%
44: COC(=O)c1nn(-c2cccc(C)c2)c2nnc(Cc3ccccc3)c(=O)n12
    1.0% | -0.3% | 10% | 16% | 11% | i | -0.4% | 6% | -6%
45: CC(C)Sc1cc(N2CCCC2)nc(-c2ccc(F)cc2)n1
    4.9% | -0.7% | -1% | -2% | -7% | i | -0.3% | 20% | -1%
46: COc1ccc(-c2nc(CS(=O)CC(=O)NCc3cccnc3)c(C)o2)cc1 (configuration not stated)
    14% | -1.0% | 2% | 9% | -18% | i | 0.0% | -7% | -7%
47: CCOC(=O)CN1CC23C=CC(O2)C(C(=O)O)C3C1=O (configuration not stated)
    4.2% | -1.8% | 6% | 3% | 33% | i | -0.6% | 9% | -1%
48: CSCCCNC(=S)N1CCN(c2ccc(C(C)=O)cc2)CC1
    -3.1% | 0.3% | -5% | -7% | 6% | i | -0.8% | -25% | -3%
49: Cc1ccc(NC(=O)CC(O)(C(F)(F)F)C(F)(F)F)c(Br)c1
    -0.7% | -1.1% | 3% | 23% | 14% | i | -0.5% | 0% | 0%
50: CCOC(=O)c1ccc(-c2c(-c3cc(OC)c(OC)c(OC)c3)noc2C)cc1F
    -1.5% | -0.2% | 2% | -13% | -221%[20 µM] | · | -0.4% | -15% | -7%
51: COc1cc(=O)n(C)c2c(O)cccc12
    -3.7% | -1.7% | 9% | 7% | -15% | i | 0.2% | 7% | -1%
52: CCOC(=O)N1CCC(NC(=O)C2CCCN(S(=O)(=O)c3cccc4nsnc34)C2)CC1 (configuration not stated)
    -4.4% | 4.4% | 5% | -2% | -10% | i | -1.0% | 12% | 1%
53: CC(C)CN(C(=O)c1cc2ccccc2o1)c1c(N)n(CC(C)C)c(=O)[nH]c1=O
    -2.1% | 9.4% | 4% | 12% | -16% | i | 0.2% | -7% | -4%

From PubChem BioAssay

An excerpt. The share of hits here may be higher or lower than overall.
